Cl transport mod: modulators of human KCC2 chloride dependent transport; KCC2 cells, thallium flux FluoZin-2 fluorescence; AID 1456; B-score of Tl+ flux slope (higher = more flux/activation; lower = inhibition) at 10 µM; 190,000 tested, 2.2% active;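 active means thallium flux slope and its plate-corrected score both differing from the plate sample mean at a set confidence after two filtering rounds, in either direction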;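 further: slope of fluorescence scaled to starting intensity during 10 to 20 s after thallium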
Furin inhibitor: human furin inhibition; AID 463115; inhibition, % at 30 µM; 220,000 tested, 0.061% active; purified furin, fluorogenic substrate cleavage; P09958; in the data active means inhibition above about 25%; further: inactives centre near -15
Calpain2 inh: blocks pig calpain II enzyme activity. AID 1236. purified calpain II, fluorogenic peptide substrate, 30 min. inhibition, % at 16 µM. 220,000 tested, 0.37% active;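 active means inhibition above about 50%, limit read from the data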
thrombin 1536: thrombin (human) inhibition; alpha-thrombin, Boc-VPR-AMC fluorogenic substrate cleavage; inhibition, % at 5 µM; P00734; 220,000 tested, 0.26% active;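 active means inhibition at or above 40%; inactive means inhibition below 40%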;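 further: 0% = enzyme with no compound and 100% = wells without enzyme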
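Test system: human alpha-thrombin; medium: pH 7.5 Tris-saline with Tween 20; times: reaction at room temperature; signal: AMC fluorescence at 355 nm excitation and 460 nm emission; also added: Boc-VPR-AMC substrate, 15 µM final; dosing: one concentration per compound, 5 µM, with 0.2% DMSO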
TbHK1 inh: T. brucei hexokinase 1 inhibition | recombinant TbHK1, G6PDH-coupled NADH A340 | inhibition, % at 10 µM | 220,000 tested, 0.11% active;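 active means inhibition of 50% or more in the single-dose primary screen; inactive means inhibition below 50%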
PPC-1+TRAIL kill: PPC-1 cancer cell killing with TRAIL present | 220,000 tested, 0.41% active | cell killing (% activity), % at 4 µM | PPC-1 cells + TRAIL, ATPLite viability luminescence;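 active means cell killing above 50% in the first pass at 4 µM, then a duplicate retest at 5 µM averaging 50% or more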;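 further: plate controls were cells with TRAIL plus DMSO for no effect and medium-only wells lacking cells for full effect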
TRPML3 agonist: agonists of human TRPML3 channel; HEK293 TRPML3-YFP, Fluo-8 calcium fluorescence; 100% = the carbachol control signal; 220,000 tested, 0.29% active; activation, % at 3 µM; Q8TDD5;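 active means activation above its plate's cutoff, the mean activation of the plate's test wells plus 3 SD, cut at about 12% in these data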;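 further: 0% = DMSO only wells and 100% = carbachol wells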
Target sequence (Q8TDD5 whole entry, looked up): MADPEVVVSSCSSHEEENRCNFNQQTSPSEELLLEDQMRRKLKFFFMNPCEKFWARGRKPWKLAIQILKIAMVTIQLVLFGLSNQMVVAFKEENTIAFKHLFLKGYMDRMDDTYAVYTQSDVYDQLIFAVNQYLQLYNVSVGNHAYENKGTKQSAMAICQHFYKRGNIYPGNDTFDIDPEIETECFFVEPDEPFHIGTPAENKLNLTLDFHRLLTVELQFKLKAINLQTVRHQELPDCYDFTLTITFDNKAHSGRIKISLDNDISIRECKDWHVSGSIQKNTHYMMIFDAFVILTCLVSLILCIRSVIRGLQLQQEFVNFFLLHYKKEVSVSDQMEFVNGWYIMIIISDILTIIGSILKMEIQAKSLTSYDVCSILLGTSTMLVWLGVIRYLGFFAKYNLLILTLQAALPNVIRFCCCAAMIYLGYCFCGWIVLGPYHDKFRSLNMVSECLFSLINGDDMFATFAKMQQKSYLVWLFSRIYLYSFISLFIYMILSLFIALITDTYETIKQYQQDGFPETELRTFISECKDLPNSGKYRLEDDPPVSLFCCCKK
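Material: HEK293 cells stably carrying human TRPML3-YFP; compound dosing: single dose, 3 µM final nominal compound, 0.3% DMSO final; incubation: 1-h 37 °C dye load, 5-s basal, 120-s post-compound reads; technique: Fluo-8 intracellular calcium fluorescence, excitation 470-495 nm, emission 515-575 nm; read-out basis: percent activation from peak-to-basal fluorescence ratio, scaled between DMSO and carbachol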
TRPN1 ag: activates the zebrafish TRPN1 channel; activation, % at 3 µM; HEK293 zebrafish TRPN1-YFP, Fluo-8 calcium fluorescence; 100% = response to 87 µM carbachol; 220,000 tested, 0.18% active;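 active means activation above its plate's cutoff, the mean activation of test wells on that plate plus 3 SD, cut at about 19% in these data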;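 further: 0% = DMSO alone and 100% = 87 µM carbachol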
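System: zebrafish TRPN1-YFP in HEK293 cells / Dosing: 3 µM single point / Timing: dye loading 1 h at 37 °C, then 30 min room temperature / Signal: Fluo-8 calcium fluorescence, excitation 470-495 nm, emission 515-575 nm / Read-out basis: percent activation from peak over basal fluorescence ratio, control-normalized / Control set: high carbachol 87 µM, low DMSO alone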
EBV gp42 inh: EBV gp42 inhibition; Q1HVG2; Fluorescence polarization binding assay, mP read-out; inhibition, % (tested at 21.74 µM); 220,000 tested, 0.42% active; AID 1085; in the data active means inhibition above about 50%
Target sequence (Q1HVG2 whole entry, looked up): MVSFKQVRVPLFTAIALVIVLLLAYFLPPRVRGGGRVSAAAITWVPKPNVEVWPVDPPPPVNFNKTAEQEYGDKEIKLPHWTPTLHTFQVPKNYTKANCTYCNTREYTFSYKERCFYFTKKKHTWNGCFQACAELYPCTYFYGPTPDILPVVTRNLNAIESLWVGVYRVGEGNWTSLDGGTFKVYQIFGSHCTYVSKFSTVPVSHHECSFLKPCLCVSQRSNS
Starred values were filed as active, the others as inactive; nt = not tested or not shown; [ ] = remark or other dose.

SMILES	Cl transport mod	Furin inhibitor	Calpain2 inh	thrombin 1536	TbHK1 inh	PPC-1+TRAIL kill	TRPML3 agonist	TRPN1 ag	EBV gp42 inh
CC(C)(C)c1cc2nc3c(c(=O)n2[nH]1)CN(Cc1ccccc1)C3=O	nt	-11	-331	-5	-15	16	0.6	0.0	-8
C/C(=N\NC(=O)c1ccc2c(c1)OCO2)c1ccc(O)cc1	-0.47	-5	6	-4	-20	1	0.0	-0.7	8
CC1CCCN(C(=O)COc2ccc(Nc3ccccc3)cc2)C1 (stereo not drawn)	-0.0024	-19	-32	-4	-7	21	-0.8	-0.2	0
CSc1nc2nccc(/C=C\c3ccccc3)n2n1	-0.32	1[20 µM]	16	-4	-30	-16	-0.8	-1.9	13
COc1cccc(OCc2ccc(C(=O)NCC3CCCO3)cc2)c1 (stereo not drawn)	0.15	-16	-8	0	1	2	0.9	2.0	-1
CC(C)NC(=O)COc1nncc2ccccc12	1.4	-17	0	nt	-2	31	1.4	0.7	-19
O=C(CN1CCOCC1)N/N=C/c1ccc(-c2ccc(C(=O)O)cc2)o1	0	-11	3	0	-20	-5	0.2	0.7	-79
CCN(CC)S(=O)(=O)c1ccc2oc(C(=O)NC(C)C)c(C)c2c1	0.39	-20	-21	0	2	19	1.7	2.6	-12
CN(C)c1ccncc1C(=O)Nc1ccc(F)cc1F	0.8	-13	1	-3	-6	20	0.7	0.4	-4
COc1ccccc1N(C(=O)c1snc(C(N)=O)c1N)C(C(=O)NCCC(C)C)c1ccco1 (stereo not drawn)	0.034	-21	-151	1	-3	14	-0.7	-2.3	-20
COc1ccc(CCNC(=O)c2ccc(CSc3ccccc3)o2)cc1	-4.5	-15	22	-24	5	-14	-0.9	-3.7	-15
O=C1CCc2ccccc2N1	nt	-15	-1	-10	-11	11	0.7	-0.1	-5
CCC(C)(C(=O)NC1CCCCC1)N(C(=O)CC1NC(=O)NC1=O)c1c(C)n(C)n(-c2ccccc2)c1=O (stereo not drawn)	0.22	-24	-18	-6	2	10	1.1	-0.7	-20
Cc1ccc2nc(SCCC#N)nc(C)c2c1	0.48	-8[20 µM]	-10	-2	-11	19	1.2	-0.8	-4
CCOc1ccc(-c2nn(-c3ccccc3)cc2/C=C2\SC(=S)N(C3CCS(=O)(=O)C3)C2=O)cc1 (stereo not drawn)	-0.92	-12[20 µM]	-51	3	-3	-14	0.2	-0.5	69*
Cn1c(SCc2nc3ccccc3s2)nnc1-c1cccs1	-0.4	-14	-8	-1	4	8	0.2	-0.2	-24
CSc1ncccc1C(=O)OCC(=O)NCc1ccc2c(c1)OCO2	-0.66	-30	-3	-13	0	-9	-0.5	-2.8	-7
COc1ccc(C(=O)NCCSCc2ccc(C)cc2)cc1	nt	-5	-8	-13	27	-16	-0.8	-1.3	8
Brc1ccc(OCc2nc(-c3ccccn3)n[nH]2)cc1	1	-19[20 µM]	-38	6	15	-10	0.9	0.5	-8
Clc1cccc2sc(-c3nnc(-c4ccccc4)o3)c(Cl)c12	0.33	-8[20 µM]	nt	nt	-27	nt	0.5	0.8	nt
CCCCCn1c(CN2CCN(Cc3ccccc3)CC2)nc2c1c(=O)[nH]c(=O)n2C	-0.03	-26	15	-5	0	1	-0.2	0.9	6
Cc1cc(C(=O)Nc2ccccc2C(=O)N2CCCCC2)ccc1[N+](=O)[O-]	-0.3	-14	9	0	-2	-3	0.1	0.5	0
CC1Cc2ccccc2N1c1ncnc(N)c1[N+](=O)[O-] (stereo not drawn)	0.69	-5	38	-3	-6	-4	-0.6	-1.1	10
Nc1nc(-c2ccc3c(c2)NC(=O)CO3)cs1	0.5	-12[20 µM]	-12	-15	-8	26	0.5	-0.8	-9
CC(Sc1nnc(Cc2cccs2)n1C1CCCCC1)C(N)=O (stereo not drawn)	-0.48	-18[20 µM]	8	-3	0	10	1.1	0.3	-12
Cc1ccc(NC(=O)CC2S/C(=N/N=C/c3c[nH]c4ccccc34)NC2=O)cc1 (stereo not drawn)	-0.05	-1	-2	-2	-29	-5	0.5	-0.3	-23
O=C(CSc1nnc(COc2ccc(Br)cc2)o1)N1CCOCC1	-0.084	-18	0	-6	3	nt	-0.3	0.9	-7
COc1ccc(-c2nc3ccccc3c(=O)n2CCOc2ccc(C)cc2C)cc1	0.99	-9	-20	-13	-10	14	0.8	-0.4	-2
CC(=O)N1N=C(c2ccc(Br)cc2)CC1c1cn(C)c2ccccc12 (stereo not drawn)	0.62	-11	11	-3	-15	7	0.8	0.6	-13
Cc1ccc(OCCSc2nc(NC(C)C)nc(NC(C)C)n2)cc1	-0.2	-4	29	-5	8	34	-0.1	-1.0	6
Oc1ccccc1N=Cc1c(O)ccc2ccccc12	-0.59	-8	15	-2	5	16	4.7	11	-69
CCN(C(=O)CSc1ncccc1C(=O)O)C1CCCCC1	0.099	-26	-13	3	-2	0	1.2	-0.2	-12
CN1CCN(CCNC(=O)Nc2ccc([N+](=O)[O-])cc2)CC1	0.71	-1	23	-5	-31	18	1.1	1.7	-6
COc1ccccc1C(=O)NCCc1nc2ccccc2[nH]1	-0.37	-25	20	4	3	0	0.6	0.0	0
C[C@@H](C(=O)Nc1ccc2ccccc2c1)[C@H]1C[C@]1(C)[C@H](NS(=O)(=O)c1ccc(-c2ccccc2)cc1)c1ccccc1	0.38	-7	-30	6	-14	22	0.3	0.9	-19
CC(=O)CSc1nc2ccc(Nc3nc(N4CCOCC4)nc(N4CCOCC4)n3)cc2s1	-1.8	-12	-62	-5	-11	17	-0.1	1.2	-5
O=C(CSc1nc(O)cc(=O)n1-c1ccccc1)Nc1ccc(Br)cn1	0.015	-14	-2	-2	4	31	0.8	-0.1	-7
CCOc1cc(/C=N/NC(=O)c2cccnc2)ccc1OCC(N)=O	0.87	-21	-9	9	-30	12	0.6	2.6	-17
Cc1cc(C)n2nc(SCC(=O)N(C)C)nc2n1	0.36	0[20 µM]	-11	-5	-6	5	1.4	0.7	-23
CC1(C)NC(=O)N(CC(=O)OCC(=O)Nc2cccc(F)c2)C1=O	nt	-30[20 µM]	25	-6	0	25	-0.1	0.3	6
CC(=O)N1CC(=O)N(Cc2ccccc2)/C(=C/c2ccccc2)C1=O	0.067	-12	-22	0	-3	15	-0.1	0.9	-6
COc1ccc(CCNc2nc(-c3ccccn3)cs2)cc1OC	0.05	-18	3	-2	-7	-7	0.2	0.8	-12
S=C(Nc1ccc2nsnc2c1)N1CCCC1	0.24	-4	8	-15	-9	8	0.6	0.4	4
CCCC(=O)NC(=S)Nc1ccccc1F	1.6	-30[20 µM]	-6	-4	1	12	0.1	0.0	-17
CCOC(=O)c1[nH]c2ccc(OCC)cc2c1NC(=O)CN1CCCC(C)C1 (stereo not drawn)	nt	-11	-372	-6	2	2	-0.4	-0.9	-19
CCOCCCn1c(-c2ccc(Cl)cc2)n[nH]c1=S	0.77	-12[20 µM]	-17	-5	4	5	0.0	-0.4	-2
COc1ccc(Cl)cc1NC(=O)[C@@H]1CCCN1C(=O)c1cccs1	0.54	-15	17	-9	4	2	-0.9	-1.6	-17
COCCNC(=O)c1ccccc1NC(=O)Cc1ccccc1[N+](=O)[O-]	-0.99	-17	13	1	-11	17	0.2	1.2	-3
CCn1c(COc2ccc(Cl)cc2)nnc1SCc1nc2ccccc2[nH]1	nt	-11[20 µM]	28	1	-1	23	1.9	5.2	-1
Cc1csc(NC(=O)CSc2nnc(-c3ccoc3C)n2C(C)c2ccccc2)n1 (stereo not drawn)	nt	-17	-20	-7	-5	1	-0.8	-0.1	-12
CC(=O)n1c2c(c3ccccc31)OC(N)=C(C#N)C2c1cccc(Cl)c1Cl (stereo not drawn)	0.035	-10	-15	-1	-10	-13	3.2	4.9	-58
CCNC(=S)N/N=C/c1cccc(/C=N/NC(=S)NCC)c1	-2.3	-30	-46	4	-8	21	1.2	0.8	1
Cn1nnc2c(sc3nc(N4CCOCC4)c4c(c32)CCCC4)c1=O	-0.17	-19	20	-7	-3	12	0.5	-0.8	13
COCCNc1nc(=S)[nH]c2cc(OC)c(OC)cc12	1.1	-19	23	-2	-7	-3	-0.3	1.5	5

Complete entries, looked up by structure:
COCCNc1nc(=S)[nH]c2cc(OC)c(OC)cc12 across the screens: Cl transport mod: 1.1; Furin inhibitor: -19; Calpain2 inh: 23; thrombin 1536: -2; TbHK1 inh: -7; PPC-1+TRAIL kill: -3; TRPML3 agonist: -0.3; TRPN1 ag: 1.5; EBV gp42 inh: 5
CCn1c(COc2ccc(Cl)cc2)nnc1SCc1nc2ccccc2[nH]1 across the screens: Cl transport mod: nt; Furin inhibitor: -11[20 µM]; Calpain2 inh: 28; thrombin 1536: 1; TbHK1 inh: -1; PPC-1+TRAIL kill: 23; TRPML3 agonist: 1.9; TRPN1 ag: 5.2; EBV gp42 inh: -1

Filtered by structure, the compounds so far containing an aryl methoxy group
SMILES	Cl transport mod	Furin inhibitor	Calpain2 inh	thrombin 1536	TbHK1 inh	PPC-1+TRAIL kill	TRPML3 agonist	TRPN1 ag	EBV gp42 inh
COc1cccc(OCc2ccc(C(=O)NCC3CCCO3)cc2)c1 (stereo not drawn)	0.15	-16	-8	0	1	2	0.9	2.0	-1
COc1ccccc1N(C(=O)c1snc(C(N)=O)c1N)C(C(=O)NCCC(C)C)c1ccco1 (stereo not drawn)	0.034	-21	-151	1	-3	14	-0.7	-2.3	-20
COc1ccc(CCNC(=O)c2ccc(CSc3ccccc3)o2)cc1	-4.5	-15	22	-24	5	-14	-0.9	-3.7	-15
COc1ccc(C(=O)NCCSCc2ccc(C)cc2)cc1	nt	-5	-8	-13	27	-16	-0.8	-1.3	8
COc1ccc(-c2nc3ccccc3c(=O)n2CCOc2ccc(C)cc2C)cc1	0.99	-9	-20	-13	-10	14	0.8	-0.4	-2
COc1ccccc1C(=O)NCCc1nc2ccccc2[nH]1	-0.37	-25	20	4	3	0	0.6	0.0	0
COc1ccc(CCNc2nc(-c3ccccn3)cs2)cc1OC	0.05	-18	3	-2	-7	-7	0.2	0.8	-12
COc1ccc(Cl)cc1NC(=O)[C@@H]1CCCN1C(=O)c1cccs1	0.54	-15	17	-9	4	2	-0.9	-1.6	-17
COCCNc1nc(=S)[nH]c2cc(OC)c(OC)cc12	1.1	-19	23	-2	-7	-3	-0.3	1.5	5

Bioassay records deposited in PubChem by several laboratories.
